TGFb inhibitor: inhibitors of TGF-b signaling; HepG2 CAGA-GFP TGF-b/SMAD3 reporter, GFP fluorescence, 18 h; TGF-beta stimulated, 500 pg/mL final; Potency, µM (series often up to 46.1 µM), without a hit: at the highest dose activity, negative = inhibition, actives largely listed as inhibitors; hit rate 1.2% among 410,000; note: potency is the fitted concentration of half-maximal effect; % is set by controls: 0 for no effect and ±100 for the full control effect; nearly all actives have a fitted effect of over 65% in size
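TGF-beta reporter screen: HEPG2 CAGA-GFP, 1% FBS, 500 pg/mL TGF-beta final, 18 h; per-cell GFP summed per well; curves fitted and categorized by class.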
CCT modulator: changes cytosolic chaperonin activity; purified chaperonin ATPase assay, HTRF ADP detection, 30 min; activity change, % (no concentration beside the values), hits read low; hit rate 0.3% among 360,000; in the data active = activity change below about -30%; note: % is set by controls: 0 for no effect and ±100 for the full control effect
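We incubate TRiC, 40 or 20 nM final, with library compounds at 76 uM and 10 uM ATP for 30 min at 37 °C. ADP formed is detected with Transcreener HTRF reagents after 30 min at room temperature.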
ATXN viability: reduces viability in counter-screen for ATXN expression inhibitors. S2 cells (HEK-293 line with an ATXN2-luciferase reporter) viability, CellTiter-Fluor protease fluorescence, 24 h. Potency, µM (series often up to 56.7 µM), hits mostly cytotoxic. hit rate 0.49% among 400,000; note: potency is the fitted concentration of half-maximal effect; nearly all actives have a fitted effect of over 40% in size
Nrf2 inh: inhibitors of Nrf2 signaling | A549 ARE-Fluc reporter, luciferase luminescence, 18-24 h | Potency, µM (top dose mostly 46 µM), without a hit: at the top dose activity change, negative = inhibition, most hits filed as inhibitors | hit rate 2.1% among 360,000; note: potency is the fitted concentration of half-maximal effect; % is set by controls: 0 for no effect and ±100 for the full control effect; nearly all actives have a fitted effect of over 60% in size
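A549 ARE_Fluc cells, 5000/well, 5% FBS OPTI-MEM; compounds in dose-response, 18-24 h at 37 °C/5% CO2; CellTiter-Fluor viability read (Ex 405/Em 525), then BugLite luciferase luminescence = Nrf2 activity.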
HepG2 tox: counter-screen for TGF-b inhibitors: cytotoxicity in HepG2 cells; HepG2 CAGA-GFP viability, ATP luminescence, 18 h; Potency, µM (titrated, usually from 46.1 µM), for inactives: top-dose activity change, negative = cytotoxicity, usual class: cytotoxic; hit rate 0.76% among 410,000; AID 588856; note: potency is the fitted concentration of half-maximal effect; some results filed as inactive show a strong effect at the top dose
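HepG2 CAGA-GFP cells (1000/well, DMEM with 1% FBS) received compound, then TGF-beta at 500 pg/mL final, and were incubated 18 hours at 37 degrees C. Viability was read by CellTiter-Glo luminescence. Media-only wells were set as complete cell-killing and DMSO as no toxicity.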
Nrf2 activator: Nrf2 pathway activation; AREc32 ARE-luciferase reporter (MCF7-derived line), luminescence, 24 h; Potency, µM (doses to about 46.1 µM), for the others: at the highest dose activation, usual class: activators; hit rate 0.31% among 410,000; note: potency is the fitted concentration of half-maximal effect; % of control where 0% means no effect; nearly all actives have a fitted effect of over 65% in size
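AREc32 cells carrying an ARE-driven firefly luciferase reporter were seeded at 1000 cells/well in OPTI-MEM with 5% FBS, then exposed to compound for 24 hr at 37 deg C. Luminescence was read with Steady-Glo after 30 min at RT.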
Akt phos inh: Akt phosphorylation inhibition | Neuro2A IGF-stimulated pAkt S473 HTRF, 20 min; hits give low values | activity change, % for hits at 50 µM | hit rate 0.32% among 360,000 | AID 651550; in the data active = activity change below about -80%; inconclusive = mostly about -51% to -80%; note: % is set by controls: 0 for no effect and ±100 for the full control effect
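Single-point screen (50 µM final compound) in Neuro2A cells stimulated 20 min with 6 nM IGF at 37 deg C. After lysis, Ser473-phosphorylated Akt read by HTRF (ex 330 nm, em 615/665 nm) as the 665/615 ratio.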
A549 tox: kills or reduces viability of A549 cells in Nrf2 counter-screen; A549 ARE-Fluc cells, CellTiter-Fluor viability, 18-24 h; Potency, µM (top dose mostly 46 µM), for inactives: at the highest dose activity change, negative = cytotoxicity, hits mostly inhibitors; hit rate 0.16% among 390,000; note: potency is the fitted concentration of half-maximal effect; % is set by controls: 0 for no effect and ±100 for the full control effect
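A549 ARE_Fluc cells in 5% FBS OPTI-MEM were exposed to compounds in concentration-response for 18-24 h at 37 deg C. Viability was read by CellTiter-Fluor fluorescence (Ex 405/Em 525) after 30 min, before the luciferase read.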
MmCpn inh: inhibitors of Methanococcus maripaludis chaperonin (MmCpn) | purified Mm-Cpn ATPase, ADP Transcreener TR-FRET | Potency, µM (top dose mostly 76.9 µM), without a hit: top-dose activity, negative = inhibition, hits mostly inhibitors | hit rate 0.031% among 330,000 | AID 504842; note: potency is the fitted concentration of half-maximal effect; % is set by controls: 0 for no effect and ±100 for the full control effect; nearly all actives have a fitted effect of over 80% in size
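Inhibition of chaperonin ATP hydrolysis is measured as reduced ADP production, detected by competitive TR-FRET in which signal falls with ADP. Final enzyme 25 nM and ATP 10 uM, reacted 30 min at 37°C.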
* = called active by the depositor; i = inactive; ? = inconclusive; . = no result given; & = joins results of further samples; ! = not confirmed by another sample. Unless noted, calls come from the whole dose curve; as a rule, active = well fitted curve in the direction sought with a large enough effect; inconclusive = small, poorly fitted or top-dose-only effect, or another doubt; inactive = no such curve, though single readings can be large; an effect the other way counts as inactive or inconclusive. An unsorted share of the library; any-hit rate near 4.4%.

SMILES	TGFb inhibitor	CCT modulator	ATXN viability	Nrf2 inh	HepG2 tox	Nrf2 activator	Akt phos inh	A549 tox	MmCpn inh
COc1ccc2cc(C)c(SCC(=O)Nc3cc(C)on3)nc2c1	5%	-3.5	i	-15%	1%	-0.1%	i	-2%	1%
Cc1noc(C)c1NC(=O)Nc1cccc2c1O[C@H](CN(C)C(=O)NC(C)C)[C@@H](C)CN([C@H](C)CO)C2=O	3%	-0.3	i	-5%	-2%	0.2%	i	1%	-26%
O=C(CSc1nnc2n1CCCN2C(=S)Nc1ccc(Cl)cc1)c1ccccc1	?	1.4	i	?	-27%	3.0%	i	-20%	1%
Cn1c(O)c(N=Nc2nc(-c3ccccc3)cs2)c2ccccc21	6%	-2.5	?	?	-19%	18%	i	-4%	-2%
Cc1ccc(-n2cc(CN3CCN(C(=O)c4ncn[nH]4)CC3)c(-c3ccc(F)cc3)n2)cc1	?	0.3	?	1%	-30%	0.8%	i	1%	3%
COc1ccc(/C=C2\CCCC3C2=NN(C(=O)CSc2ncn[nH]2)C3c2ccc(OC)cc2)cc1 (stereo unspecified)	?	-2.2	i	?	4%	2.5%	i	-15%	-4%
COc1ccc(NC(=O)C2CCC(=O)N2S(=O)(=O)c2ccc(C)cc2)c(OC)c1 (stereo unspecified)	12%	-3.7	i	.	-30%	0.1%	i	12%	.
Nc1cc(C(=O)N2CCCC2)cc(C(=O)N2CCCC2)c1	-2%	-0.6	i	-8%	-7%	-0.3%	i	0%	1%
COc1ccc(CNC(=O)COC(=O)CCc2nc3ccccc3c(=O)[nH]2)cc1	15%	2.0	i	-23%	-4%	-0.5%	i	7%	0%
Cc1c(NC(=O)c2ccc(-c3ccc([N+](=O)[O-])cc3Cl)o2)c(=O)n(-c2ccccc2)n1C	-12%	0.1	i	-8%	-7%	0.2%	i	2%	-4%
O=C(NCc1cccc(F)c1)C1CCC(=O)N(CC2CCCCC2)C1 (stereo unspecified)	4%	-3.2	i	-28%	-13%	-0.7%	i	-11%	0%
COc1ccccc1Oc1ccc(Oc2ccccc2OC)cc1	-2%	-1.8	i	11%	-28%	-0.6%	i	7%	2%
O=C(C1CCC1)N1CCN(Cc2ccccc2)CC1	-8%	-0.3	i	-9%	-33%	-0.9%	i	1%	1%
NC(=O)COC(=O)c1ccccc1Oc1ccccc1	-5%	-0.4	i	11%	1%	-0.8%	i	-4%	-9%
Cc1cc(C)c(Cn2c(=O)n(CCCC(=O)NCc3ccco3)c(=O)c3ccccc32)c(C)c1	7%	2.8	i	.	-5%	-0.2%	i	7%	.
Nc1nonc1-n1nnc(C(=O)N/N=C/c2cccs2)c1-c1ccc2c(c1)OCO2	-12%	2.2	i	3%	-1%	-0.8%	i	3%	2%
Cc1cccc(OCCC(=O)OC(C)C(=O)Nc2ccc(Cl)cn2)c1 (stereo unspecified)	16%	-2.6	?	6%	-7%	0.0%	i	-2%	-1%
Cc1ccc(NC(=O)CCN2C(=O)C3C4CCC(C4)C3C2=O)cc1Cl (stereo unspecified)	2%	0.7	i	21%	2%	0.1%	i	7%	0%
O=C(O)CC(c1ccccc1)n1cccc1 (stereo unspecified)	-2%	-11	i	18%	-1%	0.2%	i	-3%	0%
COc1ccc(C(=O)Nc2ccc3c(c2)OCCO3)cc1Br	-1%	-3.8	?	8%	-4%	5.4%	i	-10%	0%
CN(C(=O)c1coc(=O)c2ccccc12)c1ccc(F)cc1	1%	-2.6	i	23µM*	-2%	-0.1%	i	-16%	3%
Cc1ccc(-n2nc3c(c2NC(=O)c2ccco2)CS(=O)(=O)C3)cc1C	-2%	-9.1	i	-13%	-7%	-0.2%	i	-3%	-1%
CS(=O)(=O)N1CCC(CO)(Cc2ccccc2C(F)(F)F)CC1	5%	-2.2	i	-15%	-2%	0.4%	i	1%	5%
O=C(CSCc1cc(=O)c2ccccc2[nH]1)Nc1cccc(C(F)(F)F)c1	-14%	.	i	.	-22%	-0.9%	.	-7%	.
Brc1ccc(-c2nc3ccccn3c2Nc2ccc3c(c2)OCCO3)o1	?	.	?	-3%	-14%	-0.2%	.	-3%	.
COc1ccc(C)cc1Nc1c2c(nc3ccccc13)CCC2	7.9µM*	-34*	6.3µM*!	?	-17%&-13%	2.2%&0.3%	i	4%&-9%	0%
O=C(C1=C[C@H](c2csc3ccccc23)C[C@H](OCc2ccc(CO)cc2)O1)N1CCCCCCC1	?	-1.1	?	23µM*	-27%	0.8%	i	-19%	.
CNC(=O)C1CC(=O)N/C(=N/N=C(\C)c2cccs2)S1 (stereo unspecified)	0%	-4.7	i	19%	-1%	3.1%	i	4%	1%
Cc1ccc(OCC(O)CN2CCN(c3ccc(C)cc3)CC2)cc1 (stereo unspecified)	-18%	-0.9	i	20%	-26%	-0.8%	i	0%	3%
Cc1ccccc1S(=O)(=O)NC(=O)C1(C)CCN1C(=O)CC(c1ccccc1)c1ccccc1 (stereo unspecified)	?	-0.3	i	.	7%	-0.3%	i	.	.
Cc1ccccc1Nc1nn2c(=O)c3ccc(C(=O)N4CCCC(C)C4)cc3nc2s1 (stereo unspecified)	-1%&13%	0.3	?	.	0%&4%	-0.5%&0.3%	i	-1%	.
CCOC(=O)c1ccc(NC(=O)CC2C(=O)N(c3ccccc3)C(=O)N2CCCOC)cc1 (stereo unspecified)	-26%	-2.1	i	-11%	-13%	-0.2%	i	-2%	1%
CCOC(=O)C1CCN(C(=O)CCS(=O)(=O)Cc2ccccc2)CC1	3%	0.6	i	4%	1%	-0.7%	i	6%	0%
COC(=O)c1cn(NC(=O)c2ccc3c(c2)OCO3)c(=O)c2ccccc12	-2%	-0.6	i	2%	-39%	5.4%	i	-8%	0%
O=C(NNC(=S)NCc1ccco1)C(c1ccccc1)c1ccccc1	-16%	-1.5	i	?	5%	-0.6%	i	-1%	1%
CC1CCc2onc(C(=O)NCc3ccco3)c2C1 (stereo unspecified)	7%	-2.8	i	4%	-34%	3.2%	i	?	-3%
O=C(NCCCNC(=O)c1cc(Cl)ccc1Cl)c1cnccn1	8%	2.1	i	7%	8%	-0.1%	i	-2%	1%
O=c1c(=O)n(CCO)n(CCO)c(=O)n1CCO	-6%	0.0	i	.	-12%	2.1%	i	.	.
COc1cccc(CN2C(=O)[C@H]3Cc4c([nH]c5ccccc45)C(C)(C)N3C2=O)c1	?	.	i	?	-40%	-2.6%	.	?	.
Cc1cc2nccc(-c3ccc(Cl)c([N+](=O)[O-])c3)n2n1	2%	0.2	i	?	-8%	16%	i	2%	-1%
CCOc1cc(C(=S)N2CCOCC2)ccc1OS(=O)(=O)c1ccccc1	?	-3.3	?	?	-5%	-0.3%	i	0%	1%
CCNC(=S)NCCN1CCCCC1	-15%	1.6	i	5%	10%	-1.0%	i	-1%	0%
O=C(CNC(=O)N1CC(=O)Nc2ccccc21)NCCCc1ccccc1	-1%	-0.2	i	.	1%	0.2%	i	.	.
O=C(Nc1ccn(-c2ccccc2)n1)c1ccc(S(=O)(=O)N2CCCCCC2)cc1	-8%	-0.8	i	?	-24%	-1.0%	i	-10%	0%
O=C(Nc1ccccc1O)c1cc(S(=O)(=O)N2CCCC2)ccc1Cl	?	.	i	-1%	-29%	0.4%	.	4%	.

Some of the entries so far, with each value named.
CCOC(=O)c1ccc(NC(=O)CC2C(=O)N(c3ccccc3)C(=O)N2CCCOC)cc1 (stereo unspecified)
- TGFb inhibitor = -26%
- CCT modulator = -2.1
- ATXN viability = i
- Nrf2 inh = -11%
- HepG2 tox = -13%
- Nrf2 activator = -0.2%
- Akt phos inh = i
- A549 tox = -2%
- MmCpn inh = 1%

Cc1cc2nccc(-c3ccc(Cl)c([N+](=O)[O-])c3)n2n1
- TGFb inhibitor = 2%
- CCT modulator = 0.2
- ATXN viability = i
- Nrf2 inh = ?
- HepG2 tox = -8%
- Nrf2 activator = 16%
- Akt phos inh = i
- A549 tox = 2%
- MmCpn inh = -1%

Next compounds.
SMILES	TGFb inhibitor	CCT modulator	ATXN viability	Nrf2 inh	HepG2 tox	Nrf2 activator	Akt phos inh	A549 tox	MmCpn inh
CC(C)C[C@H](NC(=O)c1[nH]cnc1C(=O)N[C@@H](C)C(=O)OC(C)(C)C)C(=O)OCc1ccccc1	?	-0.2	?	?	-72%	13%	i	-17%	2%
CCC1(c2ccccc2)NC(=O)N(CC(=O)NNC(=O)c2ccoc2C)C1=O (stereo unspecified)	8%	-3.5	i	3%	-7%	3.3%	i	1%	1%
Cc1ccc(Cl)cc1N1CCN(C(=O)C2CCN(S(=O)(=O)c3c(C)nn(C)c3C)CC2)CC1	-3%	5.2	i	?	-16%	0.6%	i	4%	1%
N#Cc1cccnc1N1CCN(C(=O)c2cccc3c2C(=O)c2ccc(Cl)cc2S3(=O)=O)CC1	3%	-0.7	20µM*	?	-2%	7.3%	i	-4%	-1%
COc1ccc(Cn2c(CO)cnc2SCc2ccc(C)cc2)cc1	?	.	i	.	-28%	6.3%	.	11%	.
COc1ccc(N2CCN(C(=O)c3cc(-c4ccc(F)cc4)[nH]c3C)CC2)cc1	?	-0.4	i	-28%	-20%	4.6%	i	-17%	2%
CC(C)CCOc1ccccc1Cn1c(=O)sc2ccccc21	-12%	.	i	5%	-13%	2.5%	.	10%	.
O=C(NC(=S)Nc1ccccc1Br)c1ccc2c(c1)OCO2	0%	-1.9	i	16%	-38%	3.3%	i	-5%	0%
Nc1ccccc1-c1nc2ccccc2[nH]1	1%	-3.3	i	?	-31%	9.5%	i	1%	-7%
O=C(NCc1ccccc1)C(c1ccc(O)cc1)N(C(=O)Cn1nnc(-c2cccs2)n1)c1ccc2c(c1)OCCO2 (stereo unspecified)	-8%	0.1	i	-9%	-17%	0.6%	i	6%	-1%

High-throughput results: PubChem, National Center for Advancing Translational Sciences (NCATS)
